Screening results as filed in PubChem.
HP1b binding inh = HTS for Inhibitors of HP1-beta Chromodomain Interactions with Methylated Histone Tails | AlphaScreen HP1-beta / biotin-H3K9me3 peptide binding | Potency, µM (highest dose often 114 µM), for inactives: at the highest dose activity change, negative = inhibition, most hits filed as inhibitors | 390,000 tested, 0.56% active | AID 540317, 2011; also: potency is read from the fitted curve at half-maximal effect; nearly all actives have a fitted effect of over 70% in size; inactives centre near 23
Target sequence (P83916 whole entry, looked up): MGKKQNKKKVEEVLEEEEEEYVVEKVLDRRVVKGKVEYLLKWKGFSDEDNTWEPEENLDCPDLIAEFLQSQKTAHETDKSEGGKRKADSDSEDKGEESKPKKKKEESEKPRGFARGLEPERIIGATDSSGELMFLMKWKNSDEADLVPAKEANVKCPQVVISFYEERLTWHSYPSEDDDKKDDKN
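AlphaScreen: HP1-beta (50 nM) preformed 30 min with biotin-H3(1-18)K9me3 peptide (50 nM) in PBS pH 7.4, 0.01% Tween-20. Compound added for 30 min at RT, then streptavidin donor/nickel chelate acceptor beads (10 ug/mL) for 30 min.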
12-LOX inh = Primary qHTS assay for inhibitors of human arachidonate 12S-lipoxygenase (ALOX12): Round 2; AID 1671190, 2021; purified 12hLO, xylenol orange hydroperoxide absorbance; 580,000 tested, 1.1% active; Potency, µM (series often up to 108 µM), for the others: top-dose activity change, negative = inhibition, hits mostly inhibitors; Polyunsaturated fatty acid lipoxygenase ALOX12 (Homo sapiens), P18054; also: potency is read from the fitted curve at half-maximal effect; % is scaled to controls: 0 for no effect and ±100 for the full control effect
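Purified human 12hLO at 150 nM in 25 mM Hepes, 0.01% Triton X-100, pH 7.0, preincubated 15 min at room temperature with compound. Reaction started with 40 uM arachidonic acid, 30 min at room temperature. Hydroperoxide measured by Fe-xylenol orange, 573/405 nm absorbance ratio.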
PI4K2A block = qHTS for small molecular inhibitors of PI4K2A | Phosphatidylinositol 4-kinase type 2-alpha (Homo sapiens), Q9BTU6 | purified PI4K2A, ADP-Glo luminescence, 1 h; stronger effect = lower value | activity change, negative = inhibition, % at 76.9 µM | 420,000 tested, 0.13% active; in the data active = activity change below about -50%; inconclusive = mostly about -30% to -49%;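 also: -100% = wells without enzyme as full effect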
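Compounds are screened against recombinant PI4K2A using PI as substrate and ATP, the latter dispensed at 300 microM. Reactions run one hour at ambient temperature before ADP-Glo detection; full inhibition defined by wells lacking enzyme.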
BAZ2B inh = qHTS Assay for Inhibitors of BAZ2B; 360,000 tested, 4.4% active; Potency, µM (top dose mostly 114 µM), for inactives: at the highest dose activity change, negative = inhibition, actives largely listed as inhibitors; AID 504333, 2011; AlphaScreen BAZ2B-H3K14Ac peptide displacement; also: potency is read from the fitted curve at half-maximal effect; % is scaled to controls: 0 for no effect and ±100 for the full control effect; nearly all actives have a fitted effect of over 60% in size
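BAZ2B 50 nM plus b-H3(5-23)K14Ac 50 nM, PBS pH 7.4/0.01% Tween-20, 30 min RT; compound added (max 110 uM), 30 min RT; streptavidin donor/Ni-chelate acceptor beads 10 ug/mL final, 20 min dark; AlphaScreen read.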
GLS inhibitor = qHTS for Inhibitors of Glutaminase (GLS); 410,000 tested, 0.21% active; Potency, µM (titrated, usually from 45.5 µM), for the others: at the top dose activity change, negative = inhibition, actives largely listed as inhibitors; GLS enzymatic activity, qHTS titration; Glutaminase kidney isoform, mitochondrial (Homo sapiens), O94925; also: potency is read from the fitted curve at half-maximal effect; % is scaled to controls: 0 for no effect and ±100 for the full control effect
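Human kidney-isoform GLS in 45 mM KH2PO4 pH 8.2, 0.02% Tween-20, with compound, started with 1mM L-Glutamine (added stock). Glutamate oxidase/HRP/Amplex red coupled fluorescence read at start and after 30 min at RT.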
JMJD2A Tudor = qHTS Assay for Inhibitors of JMJD2A-Tudor Domain | 390,000 tested, 4.4% active | Lysine-specific demethylase 4A (Homo sapiens), O75164 | Potency, µM (titrated, usually from 114 µM), inactives show at the top dose activity change, negative = inhibition, most hits filed as inhibitors | AlphaScreen JMJD2A-Tudor / H3K4me3 peptide binding | AID 504339, 2011; also: potency is read from the fitted curve at half-maximal effect; % is scaled to controls: 0 for no effect and ±100 for the full control effect; nearly all actives have a fitted effect of over 50% in size
G9a block = qHTS Assay for Inhibitors of Histone Lysine Methyltransferase G9a; Histone-lysine N-methyltransferase EHMT2 (Homo sapiens), Q96KQ7; G9a H3K9 monomethylation, AlphaScreen, 2 h; Potency, µM (doses to about 102 µM), without a hit: at the top dose activity, negative = inhibition, actives largely listed as inhibitors; 350,000 tested, 8.8% active; AID 504332, 2011; also: potency is read from the fitted curve at half-maximal effect; % is scaled to controls: 0 for no effect and ±100 for the full control effect; nearly all actives have a fitted effect of over 75% in size
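Signal arises when biotinylated H3K9 peptide, once monomethylated, bridges streptavidin donor and antibody-captured acceptor beads. Enzyme at 20 nM was preincubated 15 min with test compounds; peptide 500 nM and SAM 20 uM then reacted for 2 h.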
RGS4 inh = Inhibitors of Regulator of G Protein Signaling (RGS) 4: qHTS. Regulator of G-protein signaling 4 (Homo sapiens), P49798. Transcreener GDP fluorescence polarization, RGS4-accelerated GTP hydrolysis. Potency, µM (doses to about 114 µM), inactives show at the top dose activity change, negative = inhibition, usual class: inhibitors. 390,000 tested, 0.039% active. AID 504845, 2011; also: potency is read from the fitted curve at half-maximal effect; % is scaled to controls: 0 for no effect and ±100 for the full control effect; nearly all actives have a fitted effect of over 75% in size; some results filed as inactive show a strong effect at the top dose
Target sequence (P49798 whole entry, looked up): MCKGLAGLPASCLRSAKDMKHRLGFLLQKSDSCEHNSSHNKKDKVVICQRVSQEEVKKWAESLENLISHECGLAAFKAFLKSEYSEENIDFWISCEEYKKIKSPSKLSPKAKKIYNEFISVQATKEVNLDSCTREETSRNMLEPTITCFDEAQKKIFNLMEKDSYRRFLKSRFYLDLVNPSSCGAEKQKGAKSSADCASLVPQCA
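MLSMR compounds (23 nl, pin-transferred) preincubated 10 min at room temperature with a 500nM (2x) first reagent, then RGS4 at 900nM (2x) plus Transcreener GDP mix added; fluorescence polarization (620/688 nm) read before and after 90 min at 30 °C.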
ERG Ets-DNA blk = qHTS for Small Molecule Inhibitors of the ERG Ets/DNA interaction; 370,000 tested, 0.028% active; AID 624246, 2012; Potency, µM (top dose mostly 76.9 µM), for inactives: top-dose FP activity, negative = inhibition, actives largely listed as inhibitors; fluorescence polarization, His-ERG Ets domain / labelled DNA; active = well fitted inhibition curve with a large enough effect in the polarisation, with a control signal flat; inconclusive = small, poorly fitted or top-dose-only effect, or effect the other way, or a change in a side signal; inactive = no such curve, though single readings can be large or run the other way; the % refers to the polarisation;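 also: polarization taken with two DNA probes labelled with fluorescein and Texas red; potency is read from the fitted curve at half-maximal effect; % of control where 0% means no effect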
Target sequence (P11308 whole entry, looked up, the tested form may be a part): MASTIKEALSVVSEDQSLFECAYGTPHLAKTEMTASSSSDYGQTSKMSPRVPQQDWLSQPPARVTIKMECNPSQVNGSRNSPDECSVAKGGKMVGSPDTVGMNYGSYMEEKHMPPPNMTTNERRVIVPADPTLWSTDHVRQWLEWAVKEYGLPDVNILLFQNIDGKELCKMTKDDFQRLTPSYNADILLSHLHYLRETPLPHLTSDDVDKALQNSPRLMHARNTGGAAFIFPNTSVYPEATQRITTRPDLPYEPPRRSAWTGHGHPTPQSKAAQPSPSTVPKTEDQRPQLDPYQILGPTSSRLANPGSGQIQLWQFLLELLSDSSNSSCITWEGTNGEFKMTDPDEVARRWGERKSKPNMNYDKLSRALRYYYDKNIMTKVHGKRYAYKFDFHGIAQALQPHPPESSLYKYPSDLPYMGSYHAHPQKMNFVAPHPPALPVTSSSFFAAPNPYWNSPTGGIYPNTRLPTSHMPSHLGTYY
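His-tagged ERG Ets domain (1 uM in the protein solution; 300mM KCl, 50mM Tris-HCl, 1mM EDTA, 1mM DTT, pH 7.5) received compound, then a probe mix of 5 nM fluorescein-DNA and 100nM Texas-615-DNA. Fluorescence polarization was read for both dyes.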
An asterisk follows results filed as active; ? = inconclusive; · = no result given; & = joins results of further samples; [ ] = another dose, or the depositor's remark. Unless noted, calls follow the shape of the dose curve; as a rule, active = well fitted curve in the direction sought with a large enough effect; inconclusive = small, poorly fitted or top-dose-only effect, or another doubt; inactive = no such curve, though single readings can be large; an effect the other way counts as inactive or inconclusive.

SMILES	HP1b binding inh	12-LOX inh	PI4K2A block	BAZ2B inh	GLS inhibitor	JMJD2A Tudor	G9a block	RGS4 inh	ERG Ets-DNA blk
CC(=O)c1ccc(O)c(CSc2nncn2C)c1	45%[activator]	-2%	-1	?	-4%	-8%	-2%	10%	-7%
CC(O)CNc1nc2c(c(=O)n(Cc3ccc(Cl)c(Cl)c3)c(=O)n2C)n1C (stereo not drawn)	18%	?	-4	?	-14%	-29%	-4%[12.7 µM]	28%	11%
O=C(Cc1ccc(Cl)cc1)NCCc1csc2nc(-c3ccccc3F)nn12	22%[57 µM]	?	0	2%	1%	-7%	4%[59 µM]	10%	-1%
O=C(NCCNC(=O)c1ccco1)c1ccc(F)cc1	0%	-8%	0	-10%	2%	-3%	-2%	17%	3%
CC1CCc2c(sc3nnn(CCCCOc4ccc(Cl)cc4)c(=O)c23)C1 (stereo not drawn)	74%[activator]	?	-11	-24%	-13%	?	13µM*	-2%	-3%
CCc1ccc(N2C(=O)c3ccc4c5c(ccc(c35)C2=O)CC4)cc1	49%[activator]	1%	0	-27%	0%	?	14%	19%	-6%
Cn1c(N)c(C(=O)CSc2ccc3c(c2)OCCO3)c(=O)n(C)c1=O	31%	0%	2	-1%	-10%	0%	-9%[12.7 µM]	1%	-2%
O=C(NN1C(=O)c2ccccc2NC1c1ccoc1)c1ccccc1 (stereo not drawn)	47%[activator]	7%	-5	-18%	26%	-7%	38%[59 µM]	-10%	-13%
CCN(CC)c1ncnc2c1cnn2Cc1ccc(C)cc1	3%	1%	-7	16%	4%	-11%	-4%	-12%	70%[activator]
CC(=O)Nc1ccc(-c2csc(NC(=O)CC(NC(C)=O)c3ccccc3)n2)cc1 (stereo not drawn)	-18%	?	-1	-3%	-5%	-13%	45µM*	-2%	1%
CCCC(=O)N(Cc1cc2cccc(C)c2[nH]c1=O)c1ccccc1OC	10%	-19%	0	-25%	8%	-15%	-23%[12.7 µM]	1%	·
O=C(Nc1ccccc1)OCCNC(=O)c1ccccc1	31%	?	-11	11%	1%	1%	-9%[12.7 µM]	-15%	-14%
Cc1cc(C)nc(NS(=O)(=O)c2ccc(NC(=S)NC(=O)c3cccnc3)cc2)n1	-2%	-12%	4	-17%	-8%	-16%	50µM*	-27%	-18%
Cc1cccc(NC(=O)Cn2cc(S(=O)(=O)Cc3ccccc3Cl)c3ccccc32)c1	8%	-29%	-3	-10%	-9%	-15%	1%[59 µM]	0%	-3%
Cc1cccc(C)c1NC(=O)CCC(=O)N1Cc2ccccc2Oc2ncccc21	3%	-23%	2	2%[57.1 µM]	-19%	-13%	-16%[59 µM]	8%	-2%
Cc1ccc(C2=Nc3ccccc3N(C(=O)c3ccccc3)C(C)C2)cc1 (stereo not drawn)	?	0%	5	-35%	7%	?	-6%	-22%	9%
CC1(C)CC(=O)C2=C(C1)N=C1SCCC(=O)N1C2c1cccc([N+](=O)[O-])c1 (stereo not drawn)	36%	27%	-2	-1%	-2%	-3%	-4%	-7%	-1%
O=C(Cn1nc(-c2ccc(F)cc2)ccc1=O)Nc1ccc(C(=O)NC2CC2)cc1	7%	9%	-1	-6%	6%	-6%	-43%[59 µM]	-29%	-2%
COc1cccc(N/C=C/C(=O)c2ccc(Cl)cc2)c1	99%[activator]	-22%	-20	60%[activator]	-18%	15%	2%[59 µM]	0%	7%
CCn1c(CNC(=O)c2cccc(C)c2)nnc1SCC(=O)NC1CCCC1	7%	-19%	-1	5%	-4%	2%	18%	33%	-12%
Cn1nnc(C(O)CNCc2cccs2)n1 (stereo not drawn)	69%	-19%	2	-29%	-2%	1%	-45%	-5%	4%
CCOC(=O)CN(C(=O)CSc1nnc(-c2ccncc2)n1CCCN(C)C)c1ccccc1	?	?	7	50µM*	1%	?	2.8µM*	-19%[56.9 µM]	4%
CS(=O)(=O)Nc1ccc(C(=O)NCCSCc2c(F)cccc2Cl)cc1	-10%	-10%	2	21%	7%	-13%	-3%	-19%	6%
Cc1ccc(CN(C(=O)c2ccco2)C(C(=O)NC2CCCC2)c2ccc(N3CCOCC3)cc2)cc1 (stereo not drawn)	19%	9%	2	-17%	20%	-14%	28µM*	40%	-1%
COC(=O)c1ccc(NCN2C(=O)C3C4CCC(C4)C3C2=O)cc1 (stereo not drawn)	34%	-14%	0	-10%	5%	-11%	-3%	0%	14%
SMILES	HP1b binding inh	12-LOX inh	PI4K2A block	BAZ2B inh	GLS inhibitor	JMJD2A Tudor	G9a block	RGS4 inh	ERG Ets-DNA blk
CCCCN1C[C@H](C)[C@@H](CC(=O)NCc2ccccc2)C1=O	62%[activator]	-2%	-1	-25%	-1%	-11%	45µM*	-29%	2%
CCCOc1cccc(-c2cc(C(=O)NNC(=S)NCC)c3ccccc3n2)c1	-12%	25µM*	1	-7%	12%	-34%	-49%[12.7 µM]	?	0%
COc1cccc(C(=O)Nc2ccc3[nH]ncc3c2)c1	39%	0%	-3	6%	6%	-10%	16%	5%	1%
O=C(Nc1cc(C(F)(F)F)ccc1Cl)c1ccc2c(c1)CCN2S(=O)(=O)c1ccccc1	47%[activator]	-10%	0	-1%	5%	3%	5%[59 µM]	1%	-4%
COc1ccccc1NC(=O)c1c([N+](=O)[O-])cnn1C	41%[activator]	7%	-1	-26%	-2%	-11%	19%	21%	1%
N#Cc1ccc(NC(=O)c2cc(=O)c3ccccc3o2)cc1	22%	-31%&0%	-9	3%	4%	3%	9%	-8%	6%
Cc1nsc2c1ccc1ccccc12	49%[activator]	-3%	5	-3%	-28%	21%	·	12%	?
COc1ccc(CCNc2oc(COc3ccccc3Cl)nc2C#N)cc1OC	-9%	6%	2	?	2%	?	?	-18%	14%
Cc1onc(-c2ccccc2Cl)c1C(=O)N1CCC(Cc2ccccc2)CC1	48%[activator]	-1%	2	-15%	3%	-1%	8%[0.0925 µM]	3%	-4%
S=C(NCCc1ccccc1)Nc1ccc(Cl)cc1	33%	?	0	-10%	-2%	-21%	29%[59 µM]	-33%	1%
CCN1C(=O)c2ccccc2S(=O)c2ccc(C(=O)N3CCOCC3)cc21 (stereo not drawn)	-14%	2%	-8	-2%	-13%	-7%	-38%	7%	-9%
CCOc1ccc(C(c2c(O)cc(C)n(CCOC)c2=O)N2CCN(c3ccccc3)CC2)cc1 (stereo not drawn)	11%[57 µM]	-19%	1	1%	2%	?	?	0%	-1%
CCN1C(=O)N(CC)C2NC(=S)NC21 (stereo not drawn)	35%	0%	-5	-29%	0%	4%	-33%	13%	-1%
O=C(Nc1cccc([N+](=O)[O-])c1)c1ccncc1	27%	10%	-4	1%	-2%	-4%	10%[59 µM]	-1%	-2%
Nc1nc(SCC(=O)N2CCCc3ccccc32)[nH]c(=O)c1-c1ccccc1	21%	6%	-1	-21%	-6%	-18%	-6%[59 µM]	-15%	·
CCOc1cccc(NCc2cc3c(C(C)(C)C)nn(-c4ccccc4)c3[nH]c2=O)c1	?	7%[57.4 µM]	-1	?	5%	?	-46%[59 µM]	-11%	·
CC(C)CCNC(=O)C1CCN(C(=O)c2cc3sccc3n2Cc2ccc(Cl)cc2)CC1	33%	-1%	-1	-21%	-2%	5%	6%[59 µM]	-2%	-1%
O=C(Nc1ccc(CN2CCOCC2)cc1)c1ccc(-c2ccc(Br)cc2)o1	-6%	-11%[57.4 µM]	6	?	-6%	?	?	-22%	10%
CC(C)(C)NC(=O)Nc1cccc(Cl)c1Cl	4%	-1%	-3	3%	-4%	-10%	16%	-9%[11.4 µM]	15%
Fc1ccccc1C1CCN(Cc2nc(CC3CC3)no2)C1 (stereo not drawn)	52%[activator]	13%	4	-10%	-8%	-17%	·	15%	10%
CN(C)CCCN(C(=O)c1ccc(S(=O)(=O)N2CCCC2)cc1)c1nc2ccc(Br)cc2s1	14%	56%[activator]	-5	?	-7%	?	50µM*	-27%	9%
COc1ccc(C(=O)NCCc2nnc(SCc3nc4ccccc4c(=O)[nH]3)n2C)cc1	22%	-11%	-15	8%	12%	-6%	?	2%	-4%
COc1ccc(-c2cc(-c3ccccc3)c(C#N)c(SCC(=O)Nc3ncc(C)s3)n2)cc1	9%	-14%	1	-17%	1%	-21%	-4%	-13%	·

Some of the compounds tested; count on the stated rates, not on these rows.
